Bioassay records (PubChem)
ZTA counter – ZTA (EBV) inhibition in EBNA-1 counter-screen | P03206 | ZTA-DNA binding, fluorescence polarization | inhibition, % at 11 µM | 0.15% of 320,000 active | AID 2234; in the data active means inhibition above about 33%
Target sequence (P03206 whole entry, looked up): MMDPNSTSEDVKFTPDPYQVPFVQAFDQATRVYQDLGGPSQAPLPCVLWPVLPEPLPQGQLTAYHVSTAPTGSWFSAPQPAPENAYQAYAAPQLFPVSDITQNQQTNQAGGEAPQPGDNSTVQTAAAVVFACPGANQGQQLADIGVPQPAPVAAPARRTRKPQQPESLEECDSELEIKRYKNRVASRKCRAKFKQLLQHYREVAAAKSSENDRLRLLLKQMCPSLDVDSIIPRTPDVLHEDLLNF
EBNA-1 inh – blocks EBNA-1 binding to DNA | 0.34% of 300,000 active | EBNA-1 DNA binding, fluorescence polarization | AID 1950 | inhibition, % at 14.8 µM; in the data active means inhibition above about 28%
LYPLA2 counter – LYPLA2 (human) inhibition in PME1 counter-screen; 0.38% of 320,000 active; recombinant LYPLA2, FP-Rh probe fluorescence polarization; O95372; inhibition, % at 5.9 µM;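 active means inhibition above the screen-wide mean plus 3 SD, limit set per campaign, cut at about 26% in these data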;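 further: 0% = LYPLA2 with DMSO and 100% = wells lacking LYPLA2 enzyme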
Target sequence (O95372 whole entry, looked up): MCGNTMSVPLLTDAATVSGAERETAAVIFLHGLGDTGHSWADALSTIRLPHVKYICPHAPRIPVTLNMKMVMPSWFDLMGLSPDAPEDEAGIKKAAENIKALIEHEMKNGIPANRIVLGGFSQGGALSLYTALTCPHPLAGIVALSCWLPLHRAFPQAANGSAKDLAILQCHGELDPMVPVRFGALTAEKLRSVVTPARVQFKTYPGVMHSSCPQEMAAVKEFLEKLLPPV
PAFAH1B3 FP inh – blocks human PAF acetylhydrolase 1B catalytic subunit 3; Q15102; recombinant PAFAH1B3, FP-rhodamine probe, fluorescence polarization; inhibition, % at 3.39 µM; 0.28% of 340,000 active;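 active means inhibition above the screen-wide average of all tested compounds plus 3 SD, cut at about 25% in these data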;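 further: 0% = enzyme with DMSO only and 100% = wells lacking PAFAH1B3 protein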
Target sequence (Q15102 whole entry, looked up): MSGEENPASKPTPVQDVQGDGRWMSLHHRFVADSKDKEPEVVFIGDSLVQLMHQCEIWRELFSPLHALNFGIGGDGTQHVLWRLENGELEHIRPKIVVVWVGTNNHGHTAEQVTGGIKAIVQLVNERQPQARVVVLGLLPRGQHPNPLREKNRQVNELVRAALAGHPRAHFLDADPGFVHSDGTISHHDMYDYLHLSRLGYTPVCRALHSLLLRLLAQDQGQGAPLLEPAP
PAD4 FP inh – PAD4 (human) enzyme inhibition; Q9UM07; AID 485272; recombinant PAD4, RCA probe fluorescence polarization; 0.41% of 330,000 active; inhibition, % at 6.36 µM;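 active means percent inhibition above a cutoff equal to the mean of all tested compounds plus 3 SD, cut at about 15% in these data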;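 further: 0% = PAD4 with RCA probe and DMSO and 100% = probe without PAD4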
GSTO1 inh – GSTO1 inhibition, counter-screen for RBBP9 inhibitors; P78417; recombinant GSTO1, activity-based probe fluorescence polarization; inhibition, % at 5.96 µM; 1.1% of 300,000 active; AID 1974;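 active means inhibition above the campaign mean inhibition plus 3 SD, cut at about 35% in these data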;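 further: 0% = GSTO1-1 with DMSO and 100% = wells lacking GSTO1-1 enzyme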
Target sequence (P78417 whole entry, looked up): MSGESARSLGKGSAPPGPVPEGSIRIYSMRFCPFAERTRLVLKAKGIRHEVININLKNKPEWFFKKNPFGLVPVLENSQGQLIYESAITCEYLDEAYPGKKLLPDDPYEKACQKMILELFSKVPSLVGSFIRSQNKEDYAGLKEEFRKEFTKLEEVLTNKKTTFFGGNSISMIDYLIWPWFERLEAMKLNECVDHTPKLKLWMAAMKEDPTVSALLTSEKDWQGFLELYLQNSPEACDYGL
PREPL inh – inhibits the human prolyl oligopeptidase-like enzyme; 0.68% of 320,000 active; inhibition, % at 5.96 µM; Q4J6C6; AID 2751; recombinant PREPL, fluorescence polarization activity-based probe; in the data active means inhibition above about 43%;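 further: 0% = enzyme with DMSO and 100% = wells lacking enzyme; many of its hits are not listed in these tables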
PAFAH2 FP inh – inhibitors of human PAFAH2. Q99487. recombinant PAFAH2, FP-rhodamine activity probe, fluorescence polarization. inhibition, % at 3.39 µM. 0.99% of 340,000 active;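 active means inhibition above the mean over all tested compounds plus 3 SD, cut at about 30% in these data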;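 further: inhibitors block probe labeling of enzyme so polarization drops; 0% = enzyme with DMSO and 100% = wells lacking PAFAH2 protein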
LYPLA1 counter – LYPLA1 (human) inhibition in PME1 counter-screen; O75608; recombinant LYPLA1, FP-Rh probe fluorescence polarization; inhibition, % at 5.9 µM; 0.16% of 320,000 active; AID 2174;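 active means inhibition above the mean of all tested compounds plus 3 SD, set per campaign, cut at about 14% in these data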;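 further: inhibitors block serine hydrolase probe labeling of LYPLA1 so polarization falls; 0% = enzyme with DMSO and 100% = wells lacking LYPLA1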
Numbers without * were called inactive; x = no result given. Only part of the results is shown; rates above refer to the full screens.

SMILES | ZTA counter | EBNA-1 inh | LYPLA2 counter | PAFAH1B3 FP inh | PAD4 FP inh | GSTO1 inh | PREPL inh | PAFAH2 FP inh | LYPLA1 counter
Cc1ccnc(N2C(=O)CSC2c2ccc(Cl)cc2)c1 (configuration not stated) | 12 | -5 | -7 | 2 | 0 | -3 | -4 | -5 | -3
O=C1C2ON(c3ccccc3)C(c3cccnc3)C2C(=O)N1c1ccc(Cl)c(Cl)c1 (configuration not stated) | 1 | -2 | 0 | 4 | -4 | 2 | 1 | 2 | 0
CCC(CO)NCc1cc(OC)c(OCC(=O)NCCc2ccccc2)cc1Br (configuration not stated) | 6 | 7 | 7 | 0 | 7 | -1 | -8 | 8 | 0
O=C(O)CCC(=O)N1CCc2cc(S(=O)(=O)N(CCc3ccccc3)Cc3ccccc3)ccc21 | 7 | -11 | -6 | 9 | -7 | -2 | 22 | 2 | -6
CC(=O)Oc1ccc(/C=C2\C=C(c3ccc(C)cc3)OC2=O)cc1 | 5 | -6 | -2 | 10 | 4 | 3 | 1 | 8 | -3
COc1ccc(CCCNC(=O)C2CCC(=O)N(CCCN3CCCC3=O)C2)cc1 (configuration not stated) | 2 | 2 | 9 | 2 | 0 | 11 | 8 | 0 | 2
CCN(CC)C1CCN(C(=O)c2ccc(OC3CCN(CCc4ccccc4)CC3)cc2)C1 (configuration not stated) | 6 | -6 | 6 | -2 | -2 | -3 | 22 | 1 | 4
O=Cc1c(-[n+]2ccccc2)nc([O-])n1-c1ccccc1 | 6 | -8 | 2 | 6 | 0 | 5 | 13 | 8 | -1
Cc1ccccc1C(=O)c1c[nH]c(C(=O)N=CN(C)C)c1 | -9 | 2 | 4 | 17 | -2 | 14 | 7 | 2 | 0
Cc1cc(NC(=O)c2ccc(COc3ccc(Cl)c(C)c3)o2)no1 | -3 | -10 | 1 | -3 | 1 | -4 | 4 | 2 | 1
CCOCCCn1c(=S)[nH]c2cc(C(=O)NCCc3ccc(OC)c(OC)c3)ccc2c1=O | -2 | 1 | 4 | 10 | 0 | -1 | 8 | 1 | 2
COc1ccc(N(Cc2ccccc2)C(=O)OC(C)(C)C)c(C(=O)N(C)OC)c1 | x | x | x | 21 | -1 | x | 5 | 0 | x
Cc1ccc(OCCSCc2nc3ccccc3[nH]2)cc1 | 8 | 2 | -1 | -3 | 0 | 4 | -12 | -3 | 1
O=C1CCC(=O)N1CCOP1(=O)COc2ccccc2OC1 | 10 | 0 | 1 | 6 | -2 | 0 | -10 | -4 | -2
CCOc1ccc(C(=O)N[C@H](C(=O)Nc2ccc(S(=O)(=O)Nc3nccs3)cc2)C(C)C)cc1 | x | x | x | 6 | 3 | x | 4 | 1 | x

Profiles, quoted from the list. Order of screens: ZTA counter | EBNA-1 inh | LYPLA2 counter | PAFAH1B3 FP inh | PAD4 FP inh | GSTO1 inh | PREPL inh | PAFAH2 FP inh | LYPLA1 counter
`O=C(O)CCC(=O)N1CCc2cc(S(=O)(=O)N(CCc3ccccc3)Cc3ccccc3)ccc21` is listed as 7 | -11 | -6 | 9 | -7 | -2 | 22 | 2 | -6
`COc1ccc(CCCNC(=O)C2CCC(=O)N(CCCN3CCCC3=O)C2)cc1` (configuration not stated) is listed as 2 | 2 | 9 | 2 | 0 | 11 | 8 | 0 | 2
`CCOCCCn1c(=S)[nH]c2cc(C(=O)NCCc3ccc(OC)c(OC)c3)ccc2c1=O` is listed as -2 | 1 | 4 | 10 | 0 | -1 | 8 | 1 | 2
`Cc1ccnc(N2C(=O)CSC2c2ccc(Cl)cc2)c1` (configuration not stated) is listed as 12 | -5 | -7 | 2 | 0 | -3 | -4 | -5 | -3

(next part)
SMILES | ZTA counter | EBNA-1 inh | LYPLA2 counter | PAFAH1B3 FP inh | PAD4 FP inh | GSTO1 inh | PREPL inh | PAFAH2 FP inh | LYPLA1 counter
O=C(O)CCc1cccnc1 | -4 | 2 | -4 | 7 | 1 | 0 | -4 | 10 | 2
O=C(NO)c1cc(OCC(F)(F)F)ccc1OCC(F)(F)F | 6 | 5 | -4 | 1 | -2 | 5 | -1 | -6 | 1
CCc1ccc2oc(C(=O)N3CCN(c4ccccc4OC)CC3)cc(=O)c2c1 | 5 | -3 | 1 | 4 | -1 | -4 | 2 | 8 | -1
CCCCCCCCCCOC(=O)C[N+](C)(C)CC1CCCCC1O (configuration not stated) | 3 | 0 | 6 | -4 | -1 | 9 | 41 | 1 | 0
CC(C)C(=O)N1CCC2(CC1)Oc1ccc(Cl)cc1C(=O)C21CC(c2ccccc2)=NO1 (configuration not stated) | 3 | -2 | 4 | 3 | -3 | -1 | 1 | -3 | 0
O=C(O)CSCC(=O)Nc1ccc(C(=O)O)cc1 | -4 | -12 | -1 | 8 | 1 | 10 | 1 | 7 | -3
COC(=O)Nc1ccc2c(c1)ncn2C1CCCCC1 | 10 | 14 | -1 | 7 | 3 | -2 | 0 | 5 | -2
Fc1ccc(CSc2nnc(Cc3sc(-c4ccccc4)nc3-c3ccccc3)o2)cc1 | 0 | -1 | 1 | -3 | -1 | -2 | 10 | 2 | 2
CN1CCN(C(=O)c2cc3nc(-c4ccc(Cl)cc4)cc(C(F)(F)F)n3n2)CC1 | -6 | -7 | -2 | 6 | 3 | -2 | 5 | 2 | 1
Cc1cccc(C)c1NC(=S)Nc1ccc(F)cc1 | 7 | -1 | -7 | 2 | 0 | 13 | 0 | 0 | -9
CCN(CC)C(=S)Nc1cc(C(=O)OC)ccc1C(=O)OC | -3 | 3 | -7 | 5 | 2 | 6 | -2 | 4 | -3
O=C(NNC(=O)c1cccs1)c1ccc(S(=O)(=O)N2CCCCC2)cc1 | -28 | -8 | 4 | -6 | 0 | 2 | -6 | -2 | 1
O=C(CCc1ccccc1)NCc1ccc(F)cc1 | 3 | 6 | -9 | 9 | -1 | 9 | -8 | 0 | -5
CCC1CCCCN1C(=O)CCCc1ccccc1 (configuration not stated) | 10 | 10 | 8 | 1 | -4 | 7 | 2 | 6 | 4
C=CCn1c2ccccc2c(=O)c2cc(C#Cc3ccccn3)ccc21 | 14 | x | -21 | -3 | -8 | x | 1 | -4 | -15
CCOC(=O)C1=C(C)N=c2s/c(=C\c3ccc(OC(C)=O)cc3)c(=O)n2C1/C=C/c1ccccc1 (configuration not stated) | 13 | 8 | -11 | 1 | -10 | -4 | 1 | -5 | -8
O=C(NCCc1ccccc1)C(=O)NCC1OCCN1S(=O)(=O)c1ccccc1 (configuration not stated) | 4 | 5 | 0 | 2 | 0 | 3 | 9 | 2 | 0
O=C(COc1ccccc1Cl)Nc1ccc(S(=O)(=O)Nc2ccccn2)cc1 | 8 | 5 | -1 | -8 | -3 | -1 | -18 | 13 | -3
Cc1ccc2c(c1)C1CN(C)CCC1N2C(=O)COc1ccc(N(C)C(=O)C(C)(C)C)cc1 (configuration not stated) | -1 | 0 | 2 | -5 | -3 | 2 | 12 | -2 | 1
CCOc1ccc(NC(=S)N(C)C)cc1 | 2 | 7 | 1 | 7 | 2 | 4 | -5 | 0 | -3
COc1ccccc1N1CCN(C2CCCN(Cc3cc(F)cc(F)c3)C2)CC1 (configuration not stated) | 7 | -1 | 5 | 2 | -3 | 5 | 8 | 7 | -1
CCOC(=O)c1ccccc1NC(=O)[C@@H]1CCCN1C(=O)OC(C)(C)C | -4 | -1 | 3 | -1 | 0 | 4 | 3 | -1 | 0
CC(C)Cc1nnc(NS(C)(=O)=O)s1 | 7 | 9 | 1 | 8 | -1 | 7 | 2 | -2 | 2
COc1ccc(CCN(C)C2CCCN(C(=O)CCC(F)(F)F)C2)cc1OC (configuration not stated) | -10 | 3 | 0 | 9 | 1 | 3 | -2 | -1 | -1
O=C(NCC1CCCO1)c1ccc(C(=O)NCC2CCCO2)cc1 (configuration not stated) | 8 | -8 | -5 | 3 | -2 | -12 | 12 | -6 | -3
COc1ccc(NS(=O)(=O)c2ccc3oc(Nc4ccc5c(c4)OCCO5)nc3c2)cc1 | 4 | -5 | -14 | 12 | -6 | -32 | 34 | 3 | -21
O=C(CCS(=O)(=O)c1ccccc1)NCc1ccccc1 | 9 | 8 | -1 | -4 | -4 | 1 | -6 | -1 | -2
O=C(COc1ccccc1)Nc1ccc(Cl)cn1 | -16 | -9 | 0 | 3 | -2 | 1 | 19 | -1 | -2
COc1ccc(O)c(C(=O)C2c3ccccc3C(=O)N2c2ccc(C)cc2)c1 (configuration not stated) | -2 | -15 | -10 | 1 | -4 | 62* | 17 | 4 | -6
CCc1ccc(CN2CCC(C(=O)Nc3ccc(-n4nc(C)cc4C)cc3)CC2)o1 | -19 | 4 | 20 | 3 | 0 | 12 | 0 | -3 | -4

Single entries from the list:
Reading for COc1ccc(O)c(C(=O)C2c3ccccc3C(=O)N2c2ccc(C)cc2)c1 (configuration not stated) under EBNA-1 inh: -15
Reading for O=C(COc1ccccc1Cl)Nc1ccc(S(=O)(=O)Nc2ccccn2)cc1 under PREPL inh: -18

Remaining list, next part:
SMILES | ZTA counter | EBNA-1 inh | LYPLA2 counter | PAFAH1B3 FP inh | PAD4 FP inh | GSTO1 inh | PREPL inh | PAFAH2 FP inh | LYPLA1 counter
CSc1ccccc1C(=O)Nc1ccc(C)cc1C | 2 | 0 | -4 | 6 | -1 | 5 | -4 | 3 | -3
Cc1ccc(CCNC(=O)c2ccc(NC3=NC4CS(=O)(=O)CC4S3)cc2)cc1 (configuration not stated) | -14 | -3 | -6 | 4 | -6 | 1 | -6 | -2 | 2
Cc1csc2c(N3CCN(C(=O)NC(C)(C)C)CC3)ncnc12 | -4 | 3 | 5 | 2 | -2 | 1 | 3 | 0 | 1
C=CCc1ccc(OCCCCNC2CCCC2)c(OC)c1 | 4 | 8 | -5 | 3 | -2 | 4 | 8 | 1 | -2
O=S(=O)(c1cc(Cl)ccc1Cl)N1CC2CCCN2c2ccc(C(F)(F)F)cc21 (configuration not stated) | 11 | 7 | 0 | 3 | 1 | 7 | -4 | 19 | 5
CC(=O)N/C(=C\c1ccccc1)C(=O)OCC(=O)Nc1cc(S(=O)(=O)N(C)C)ccc1C | 17 | -2 | 6 | -1 | 1 | -1 | -2 | -1 | 0
COc1ccccc1CNC(=O)CN1C(=O)COc2ccc(S(=O)(=O)NC3CCCC3)cc21 | 4 | 6 | -8 | 9 | 0 | 6 | -2 | 1 | -4
COc1ccc2c3c(cccc13)OCC2=O | -7 | 1 | 0 | 14 | -3 | 10 | -6 | 7 | 0
COc1ccc(NC(=O)C2CC2)cc1S(=O)(=O)N1CCOCC1 | -7 | x | -2 | 3 | 0 | x | 4 | 1 | -1
CCc1ccc(OC(=O)c2cncc(Br)c2)cc1 | 2 | -1 | 0 | 4 | -3 | 3 | 6 | 3 | 3
Cc1c(CN2CCC(CO)(Cc3cccc(C(F)(F)F)c3)CC2)c2ccccc2n1C | 4 | -2 | 13 | -2 | 2 | 4 | 19 | -1 | 5
COc1ccccc1NC(=S)N1CCCc2ccccc21 | 9 | -4 | 1 | 5 | -2 | 7 | 2 | 4 | 1
CCN(CC)S(=O)(=O)c1cccc(C(=O)N[C@@H](C)c2nc3ccccc3[nH]2)c1 | 7 | 12 | 1 | x | 2 | 1 | 7 | x | 2
CCOC(=O)Cn1cnc2c(sc3nc(C)cc(C)c32)c1=O | -3 | -19 | -3 | 4 | 1 | -6 | -13 | -4 | -3
O=C(COC(=O)Cc1ccsc1)Nc1ccc(Cl)cc1F | x | x | x | 5 | 2 | x | -6 | 12 | x
O=C(CSc1ncccn1)N1CCC(Cc2ccccc2)CC1 | -1 | 2 | 2 | 8 | 3 | -6 | -1 | -1 | 0
COc1ccc(N2C(=O)C(CC(=O)Nc3ccc(F)cc3)N(CCc3ccc(OC)c(OC)c3)C2=O)cc1 (configuration not stated) | -15 | 6 | 9 | 9 | 6 | 11 | 1 | -1 | 2
Cc1ccn2cc(CCNC(=O)CC(C)(C)C)nc2c1 | -13 | 9 | 11 | 5 | -2 | 3 | 15 | 4 | 7
COC(=O)c1cccc(-n2c(C)cc(C=O)c2C)c1 | 1 | 9 | 2 | 8 | 2 | 12 | 3 | 5 | 0
